TEAD-YAP block – TEAD-YAP interaction inhibition; inhibition, % at 9.12 µM; HEK-TIYL cells, TEAD-Gal4/YAP UAS-luciferase luminescence; actives 1.4% (n = 640,000); in the data active = inhibition above about 32%;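 note: 0% = median of test compound wells and 100% = reference inhibitor wells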
MITF primary – inhibitors of human MITF; inhibition, % at 2.6 µM; O75030; actives 0.91% (n = 650,000); AlphaScreen MITF homodimerization, bead proximity signal; in the data active = inhibition above about 50%;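 note: 0% = vehicle wells with protein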
GPR151 ag – human GPR151 activation. Q8TDV0. PathHunter beta-arrestin GPR151 cells, luminescence. activation, % at 11.2 µM. actives 1% (n = 650,000). AID 1508602; in the data active = activation above about 4.9%;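 note: 0% = median of compound wells and 100% = cells with positive control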
Target sequence (Q8TDV0 whole entry, looked up): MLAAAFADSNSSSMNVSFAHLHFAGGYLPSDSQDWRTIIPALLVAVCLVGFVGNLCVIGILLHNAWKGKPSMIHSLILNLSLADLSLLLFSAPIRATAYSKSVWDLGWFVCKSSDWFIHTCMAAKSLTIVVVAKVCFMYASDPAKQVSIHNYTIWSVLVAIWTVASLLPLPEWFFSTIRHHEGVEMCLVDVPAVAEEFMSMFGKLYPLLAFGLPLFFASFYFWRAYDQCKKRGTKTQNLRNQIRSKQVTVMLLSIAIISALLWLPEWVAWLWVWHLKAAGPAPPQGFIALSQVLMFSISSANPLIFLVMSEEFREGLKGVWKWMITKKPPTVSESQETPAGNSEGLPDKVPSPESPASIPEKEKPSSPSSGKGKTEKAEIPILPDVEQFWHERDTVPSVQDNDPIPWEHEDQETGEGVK
FBW7 act – activators of human E3 ligase FBW7. Q969H0. actives 0.13% (n = 650,000). AlphaScreen FBW7–phospho-cyclin E peptide binding, activator screen. normalized activity (activation), % at 26.1 µM. AID 1259310; in the data active = normalized activity above about 1.9%;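 note: purified mutant Fbw7 with reduced substrate affinity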
Target sequence (Q969H0 whole entry, looked up): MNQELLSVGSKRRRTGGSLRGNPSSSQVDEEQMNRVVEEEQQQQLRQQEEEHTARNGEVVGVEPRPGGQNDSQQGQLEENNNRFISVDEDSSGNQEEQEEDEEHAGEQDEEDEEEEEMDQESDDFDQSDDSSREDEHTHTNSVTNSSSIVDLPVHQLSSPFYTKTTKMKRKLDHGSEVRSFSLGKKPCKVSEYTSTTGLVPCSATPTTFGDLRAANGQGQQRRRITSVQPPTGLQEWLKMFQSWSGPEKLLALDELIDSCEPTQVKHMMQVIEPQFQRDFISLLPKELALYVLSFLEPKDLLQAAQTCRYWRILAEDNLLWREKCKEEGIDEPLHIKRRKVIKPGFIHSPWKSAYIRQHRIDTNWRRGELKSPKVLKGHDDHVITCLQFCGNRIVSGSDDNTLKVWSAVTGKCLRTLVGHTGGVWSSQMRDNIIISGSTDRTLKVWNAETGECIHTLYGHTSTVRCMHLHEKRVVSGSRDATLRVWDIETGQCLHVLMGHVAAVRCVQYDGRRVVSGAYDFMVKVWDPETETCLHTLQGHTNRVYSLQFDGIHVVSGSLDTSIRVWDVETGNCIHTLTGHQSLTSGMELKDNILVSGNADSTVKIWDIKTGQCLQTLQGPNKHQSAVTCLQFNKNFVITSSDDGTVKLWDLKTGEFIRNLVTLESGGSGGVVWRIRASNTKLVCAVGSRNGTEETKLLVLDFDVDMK
An asterisk follows results filed as active; x = not tested or not shown. Rows are unselected. About 3.4% of those tested had a hit in this group.

SMILES	TEAD-YAP block	MITF primary	GPR151 ag	FBW7 act
C[n+]1cccc(C(=O)N/N=C/c2ccc(Br)cc2)c1	1	16	0.5	0.0
COc1ccc(N2CCN(C(=O)Nc3cccc(Cl)c3C)CC2)cc1	1	-12	-0.6	0.0
O=C(NN1C(=O)c2ccccc2C1=O)c1ccc2c(c1)C(=O)N(c1nccs1)C2=O	7	16	-0.2	0.1
O=C(CN1C(=O)c2ccccc2C1=O)NNC(=O)c1ccco1	5	10	0.5	-0.2
CCOc1ccc(/C(O)=C2/C(=O)C(=O)N(CCCN3CCOCC3)C2c2ccc(C(C)(C)C)cc2)cc1C (configuration not stated)	1	-1	-0.5	0.0
COc1ccc(CCNC(=O)c2c[nH]c3ccc(S(=O)(=O)N(C)CCC#N)cc3c2=O)cc1OC	-4	3	-0.7	0.1
CCOC(=O)C1=C(C)NC2=C(C(=O)CC(c3ccc(Cl)cc3)C2)C1c1ccc(O)c(OC)c1 (configuration not stated)	-5	2	-1.1	0.1
CC(C)(C)c1ccc(OCC(=O)Nc2cccc(-c3nc4ccccc4[nH]3)c2)cc1	-4	7	-2.1	-0.2
O=C(COc1ccc(C(F)(F)F)cc1[N+](=O)[O-])Nc1ccccc1Cl	-17	24	-0.6	0.2
O=C(O)c1ccc(NC(=O)c2cccc(S(=O)(=O)Nc3cccc(F)c3)c2)cc1	0	-3	8.7*	-0.1
Cc1ccc(NC(=O)c2cc(-c3ccc(O)cc3)on2)cc1	-18	6	0.5	-0.1
C=CCNC(=O)CCCC(=O)c1ccccc1	-1	4	1.3	0.2
COc1ccc(N2CCN(C(=O)c3ccc(S(=O)(=O)N4CCCCC4)cc3)CC2)nn1	3	-9	2.5	0.1
CCC(C)OC(=O)C1=C(C)NC2=C(C(=O)CC(c3ccccc3)C2)C1c1ccc(N(C)C)cc1 (configuration not stated)	10	-1	-0.1	-0.1
Cc1ccc(O)c(-c2cc(C(F)(F)F)[nH]n2)c1	0	14	0.2	0.1
CCOc1ccc(-n2c(N)c(C(=O)N3CCCCC3)sc2=S)cc1	-5	-2	-0.6	-0.1
O=C(Nc1ccc(Cl)cc1)c1ccc(N2CCCCCC2)c([N+](=O)[O-])c1	0	9	2.1	-0.4
Cc1ccc(NC(=O)CN2CCN(c3ccccc3)CC2)c(Br)c1	5	15	-0.6	0.3
CC(C)Cn1c(-c2ccc(C3CCCCC3)cc2)csc1=Nc1ccc(F)cc1	-5	-6	0.4	-0.3
CC(C)(C)OC(=O)N/N=C\c1cc2c(cc1Cl)OCO2	-41	1	-0.2	-0.1

Entries of single compounds, quoted from the list. Screens in order: TEAD-YAP block	MITF primary	GPR151 ag	FBW7 act
O=C(NN1C(=O)c2ccccc2C1=O)c1ccc2c(c1)C(=O)N(c1nccs1)C2=O is entered as 7	16	-0.2	0.1
Cc1ccc(NC(=O)CN2CCN(c3ccccc3)CC2)c(Br)c1 is entered as 5	15	-0.6	0.3
CCOC(=O)C1=C(C)NC2=C(C(=O)CC(c3ccc(Cl)cc3)C2)C1c1ccc(O)c(OC)c1 (configuration not stated) is entered as -5	2	-1.1	0.1

Next compounds
SMILES	TEAD-YAP block	MITF primary	GPR151 ag	FBW7 act
COc1ccccc1N1CCN(S(=O)(=O)c2cccc3c(N(C)C)cccc23)CC1	-2	-8	-1.1	0.2
O=S1(=O)CCC(N2CCSC2=Nc2ccccc2F)C1 (configuration not stated)	4	15	-0.2	0.0
CCOC(=O)c1cnn(-c2ccc(OC)cc2)c1CN1CCC(N2CCC(O)CC2)CC1	6	5	-0.2	0.0
Cc1c(C(=O)Nc2c(F)cccc2F)sc2ncnc(N3CCN(c4ccccc4)CC3)c12	-5	22	0.8	-0.4
CCS(=O)(=O)c1ncc(Cl)c(C(=O)Nc2ccccc2C)n1	3	-10	-0.9	-0.1
CN1CCC(OC(=O)c2ccc(Cl)cc2Cl)CC1	-7	5	-1.0	0.2
COC(=O)Cn1c(C)cc(C)c(N)c1=O	7	3	0.3	0.0
COc1ccc(/C=N/NC(=O)CN(C)C(=O)OCc2ccccc2)cc1[N+](=O)[O-]	17	-2	0.5	0.0
CC(C)c1ccc(C2C3=C(CC(C)(C)CC3=O)OC3=C2C(=O)CC(C)(C)C3)cc1	7	1	1.6	0.0
CCCN1CC=C2C(C#N)=C(N)C(C#N)(C#N)C(c3cccs3)C2C1 (configuration not stated)	0	1	1.9	0.5
Cc1nnc(SCC(=O)Nc2ccc3c(c2)OCCO3)n(N)c1=O	11	-5	-1.3	-0.4
CCCc1nc(Cc2ccccc2OC)no1	-12	-16	-0.3	0.9
N#Cc1cccc(S(=O)(=O)n2nc(-c3ccccc3)cc2N)c1	1	14	0.0	0.1
CCOC(=O)c1cnc2c(OC)cccc2c1Nc1cc(Cl)c(OC)cc1OC	5	-8	-0.1	-0.1
CCCc1nnc2sc(NC(=O)c3ccc(OC)cc3)nn12	6	-1	0.3	-0.3
COc1ccc(-c2nnc(C3CCCN(C(=O)Nc4ccccc4)C3)s2)cc1 (configuration not stated)	-30	2	-0.2	0.0
COC(=O)c1cc(Br)ccc1NC(=O)COc1cccc(Cl)c1	3	16	-1.1	0.0
Cc1ccccc1C(=O)NNC(=O)c1cccc(O)c1	-26	1	-1.4	0.0
CCNC(=S)NNC(=O)Cn1c(-c2ccc(C)cc2)csc1=S	6	0	-1.1	-0.2
O=C(Cn1ncc2c(=O)oc3ccccc3c21)NCc1ccccc1Cl	2	-1	-0.9	-0.1
CCCOc1ccc(C(=O)Nc2ccc(-c3nc4ccc(C)cc4s3)cc2)cc1	-1	-8	-1.4	0.3
COc1cc(/C=N/n2cn[nH]c2=S)cc(OC)c1OC	6	13	4.5	-0.1
CC(NC(=O)c1cc(Sc2ccccc2Cl)nc2ccccc12)c1ccccc1 (configuration not stated)	-4	10	1.0	-0.1
COCCCNC(=O)N1c2ccccc2Sc2ccccc21	-18	-1	0.3	0.0
Cc1ccc(-c2c(C(=O)NCc3ccccn3)oc(=O)c3ccccc23)cc1	-1	18	-0.2	0.3
COC(=O)c1ccc(/C=C2\Oc3c(ccc(O)c3CN3CCOCC3)C2=O)cc1	-5	1	-0.3	-0.1
COC(=O)CCCC(=O)N1CCOc2ccc(C(C)(O)CN(C)C)cc2C1 (configuration not stated)	-8	9	0.1	0.0
Clc1cc(Cl)cc(-c2cc(NCc3ccccn3)ncn2)c1	5	12	0.1	0.1
N#Cc1cc([N+](=O)[O-])ccc1-n1nnc2ccccc21	10	1	0.0	0.0
O=C(NC(Nc1ccc(I)cc1)C(=O)c1ccccc1)c1ccco1 (configuration not stated)	6	1	-0.3	-0.1
O=C1c2ccccc2C(=O)N1c1cccc2ncccc12	2	-3	0.7	0.0
O=C(Nc1ccccc1Cl)c1ccc(F)c(S(=O)(=O)N2CCC(C(=O)O)CC2)c1	2	15	-1.3	0.3
O=C(O)C1C2C=CC3(CN(c4ccccc4)C(=O)C13)O2 (configuration not stated)	6	12	0.6	0.0
O=C(NCc1ccccc1)c1cccc(-c2ccc(C(=O)NC3CC3)cc2)c1	-5	4	-0.9	0.2
CC(C)(C)c1ccc(N2C(=O)c3ccccc3NC2c2ccc3c(c2)OCO3)cc1 (configuration not stated)	-19	2	0.4	0.0
O=[N+]([O-])c1ccc2c(c1)nc1n2CCN(CC2CCCO2)C1 (configuration not stated)	0	19	0.4	0.0
O=C(CNc1ccc(Br)cc1)N/N=C/c1cccnc1	-6	1	-0.5	0.2
COC(=O)c1cc(S(=O)(=O)Nc2cccc(SC)c2)cn1C	15	1	0.5	-0.2
Cc1ccc(C)c(NC(=O)Nc2nnc(N(C)C3CCCCC3)s2)c1	3	3	2.5	0.1
O=C(Nc1ccccn1)c1cc(-c2cccnc2)nc2ccc(Br)cc12	0	23	1.9	0.3

Two entries from above, with two lines to a compound:
Screens in order: TEAD-YAP block | MITF primary | GPR151 ag | FBW7 act
- CCCOc1ccc(C(=O)Nc2ccc(-c3nc4ccc(C)cc4s3)cc2)cc1
→ -1 | -8 | -1.4 | 0.3
- COc1cc(/C=N/n2cn[nH]c2=S)cc(OC)c1OC
→ 6 | 13 | 4.5 | -0.1

Continuation.
SMILES	TEAD-YAP block	MITF primary	GPR151 ag	FBW7 act
CCOC(=O)C(Sc1nc2c(sc(=S)n2-c2c(C)cccc2C)c(=O)n1-c1c(C)cccc1C)C(C)=O (configuration not stated)	14	7	-1.3	0.1
Cc1nn(C(C)C(=O)c2ccc(C(C)(C)C)cc2)c(C)c1[N+](=O)[O-] (configuration not stated)	8	20	1.3	0.3
c1ccc(-c2nc3c4ccccc4nc(N4CCCC4)n3n2)cc1	6	17	0.0	0.2
Cc1oc(-c2cccc(Cl)c2)nc1Cn1c(=O)n(C(C)C)c(=O)c2ccccc21	-2	16	-0.1	0.0
CN(CC(=O)Nc1ccc(F)cc1)S(=O)(=O)c1ccc2c(c1)CCC(=O)N2	-1	-20	-0.5	-0.3
CC1(C)NC(=O)N(CN2CCN(S(=O)(=O)c3ccc(F)cc3)CC2)C1=O	-2	-1	-1.1	0.4
CC(=O)C1=C(O)C(=O)N(CCNCCO)C1c1ccc(C(C)C)cc1 (configuration not stated)	11	11	-0.1	0.8
COc1cccc(C2=CC(c3cc(OC)ccc3OC)n3ncnc3N2)c1 (configuration not stated)	50*	24	-0.1	-0.1
Cc1c(Cl)cccc1NC(=O)CC(NCCC1=CCCCC1)C(=O)O (configuration not stated)	4	-6	0.3	0.1
Nc1nonc1-n1nnc(C(=O)NN=C2CCCCCC2)c1-c1cccc([N+](=O)[O-])c1	3	10	0.5	-0.1
CCOc1ccc(C2c3c(oc4ccc(C)cc4c3=O)C(=O)N2c2cc(C)on2)cc1 (configuration not stated)	-3	-5	3.9	-0.2
CC1CC(C)CN(C(=O)c2n[nH]c(=O)c3ccccc23)C1 (configuration not stated)	-4	15	-0.2	-0.1
CCCCn1c(N)c(C(=S)NC(=O)c2cccc(F)c2)c(=O)[nH]c1=O	0	6	1.3	0.6
CCCCCC1CCC(c2ccc(C(=O)OC3CCC(CCC)CC3)cc2)CC1 (configuration not stated)	3	7	1.3	-0.1
O=C(CN1CCCC1)Nc1ccc(OCc2ccccc2)cc1	-5	4	-1.2	0.4
NC1=NC(c2ccccc2)=NC1(NC(=O)c1ccccc1)C(Cl)Cl (configuration not stated)	-8	-4	-0.1	0.2
CS(=O)(=O)N(CC(=O)Nc1ccc2c(c1)OCO2)c1ccccc1	5	6	0.2	0.0
OCCC1CN(Cc2ccc(CO)o2)CCN1CC1CCCCC1 (configuration not stated)	10	4	1.0	-0.1
CC(=O)Nc1ccc(NC(=O)c2ccc3nc(Nc4ccc(N5CCOCC5)cc4)sc3c2)cc1	-59	5	-0.5	0.1
CN1CCN(c2ccccc2NC(=O)c2ccccc2Br)CC1	6	4	1.2	-0.1
COc1cc2nc(-c3ccc(C(=O)NC4CC4)cc3)nc(Nc3cc(OC)c(OC)c(OC)c3)c2cc1OC	19	4	0.5	0.1
O=C(N=C1N=C2C=CC=CN2Cc2ccccc21)C12CC3CC(CC(C3)C1)C2	-43	-4	-7.5	0.1
COc1ccccc1-n1c(SCC(=O)NCc2cccs2)nnc1-c1ccccn1	12	9	1.1	-0.1
O=C(NC(CO)C(O)c1ccc([N+](=O)[O-])cc1)C(Cl)Cl (configuration not stated)	x	-4	0.1	0.1
O=C(CC1C(=O)NCCN1CC1CCCCC1)NCCSc1ncn[nH]1 (configuration not stated)	-1	2	-0.6	-0.2
CCCCOC(=O)C1CCCC(C(=O)OCCCC)N1 (configuration not stated)	8	-4	0.0	0.0
Cc1ccc(NC(=O)c2cnn(-c3ccccc3)c2NC(=O)c2ccc(Br)cc2)cc1	2	8	0.3	0.2
Cn1ccc(C(=O)NNC(=O)c2ccccc2)n1	-5	-1	0.6	0.0
CCc1ccccc1NC(=O)CN(Cc1ccccc1)S(=O)(=O)c1ccc(Br)cc1	1	1	6.6*	0.5
Cc1c(-c2nc(-c3ccc(NC(=O)c4ccco4)cc3)no2)cccc1[N+](=O)[O-]	-62	-3	-0.3	-0.1
Cc1nnc(NC(=O)CSc2nc(COc3ccccc3)nc3ccccc23)s1	-4	16	1.0	-0.1
CCN(CC)/C(=N\O)c1ccc([N+](=O)[O-])cc1	3	23	0.8	0.1
O=C(O)CCC(=O)Nc1ccc(C(=O)O)cc1	5	-7	-0.2	0.0
COc1cc(CN2CCSCC2)cc2c1OCO2	10	47	-0.7	1.0
Cc1cc(Br)ccc1NC(=O)c1cccc([N+](=O)[O-])c1	6	-2	0.2	0.2
C=CCNc1nc(Nc2cccc(Cl)c2)c2cnn(C)c2n1	8	-2	0.0	-0.1
CCOc1ccc(S(=O)(=O)N(CC(=O)Nc2ccc(C(C)C)cc2)c2ccccc2)cc1	-2	7	0.1	0.0
CCOc1ccc(Cc2nc(C)c(CC(=O)N3CCOCC3)c(=O)[nH]2)cc1	-11	0	1.8	-0.1
O=C(c1cccs1)N1CCc2ccccc21	-39	15	-3.2	0.3
O=C(NCc1ccc(F)cc1)c1nc2c(nnn2CC2CCCO2)c(=O)[nH]1 (configuration not stated)	7	20	1.1	0.1
O=C(NCCc1nnc2n1CCN(Cc1cccs1)CC2)C1CCC1	-4	-2	0.5	-0.1

Part of the list above in order of count of non-hydrogen atoms, ascending.
SMILES	TEAD-YAP block	MITF primary	GPR151 ag	FBW7 act
O=C(NC(CO)C(O)c1ccc([N+](=O)[O-])cc1)C(Cl)Cl (configuration not stated)	x	-4	0.1	0.1
Cc1ccc(NC(=O)c2cnn(-c3ccccc3)c2NC(=O)c2ccc(Br)cc2)cc1	2	8	0.3	0.2
CCOc1ccc(S(=O)(=O)N(CC(=O)Nc2ccc(C(C)C)cc2)c2ccccc2)cc1	-2	7	0.1	0.0

Source: PubChem BioAssay
